# AmpC inh no detg: AmpC beta-lactamase inhibition without detergent; P00811; AmpC nitrocefin hydrolysis, absorbance 480 nm, 0.0001% Triton; Potency, µM (titrated, usually from 57.1 µM), inactives show at the highest dose activity change, negative = inhibition, most hits filed as inhibitors; actives 0.52% (n = 330,000); AID 485341;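 also: potency is read from the fitted curve at half-maximal effect; plate controls were no compound for no effect and no enzyme for full effect; nearly all actives have a fitted effect of over 20% in size; some results filed as inactive show a strong effect at the top dose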
# Target sequence (P00811 whole entry, looked up): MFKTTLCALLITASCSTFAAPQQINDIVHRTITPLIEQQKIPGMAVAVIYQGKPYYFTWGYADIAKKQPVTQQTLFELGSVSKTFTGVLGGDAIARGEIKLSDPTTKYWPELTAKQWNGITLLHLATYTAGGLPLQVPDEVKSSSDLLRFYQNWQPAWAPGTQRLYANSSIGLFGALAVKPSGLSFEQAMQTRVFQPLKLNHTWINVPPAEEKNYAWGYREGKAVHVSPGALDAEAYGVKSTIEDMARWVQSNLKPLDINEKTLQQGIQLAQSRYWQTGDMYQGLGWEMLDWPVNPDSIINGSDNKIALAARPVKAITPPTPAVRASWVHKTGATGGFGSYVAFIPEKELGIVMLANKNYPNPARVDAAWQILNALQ
#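 20 mM phosphate pH 7.0 + 0.01% (detergent screen) or 0.0001% Triton X-100; 5.3 nM AmpC reagent; cpd preinc 15 min RT; nitrocefin (800 uM stock) to start; A480 q20 s × 4 min; Activity was normalised to no-enzyme and no-compound control wells.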
# AmpC inh detg: AmpC beta-lactamase inhibition with detergent present; AmpC hydrolysis of nitrocefin, absorbance 480 nm, 0.01% Triton; Potency, µM (titrated, usually from 114 µM), for inactives: at the top dose activity change, negative = inhibition, hits mostly inhibitors; actives 0.041% (n = 370,000);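 also: potency is read from the fitted curve at half-maximal effect; 0% = no-compound wells and -100% = no-enzyme wells; nearly all actives have a fitted effect of over 25% in size; some results filed as inactive show a strong effect at the top dose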
#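 AmpC (5.3 nM in the dispensed reagent) in 20 mM phosphate pH 7.0 with 0.01% (detergent screen) or 0.0001% Triton X-100 was preincubated with compounds for 15 min at room temperature. Nitrocefin was then added from an 800 uM solution, and hydrolysis was followed at 480 nm.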
# AMA1-RON2 inh: disrupts binding of P. falciparum AMA1 to RON2; actives 0.2% (n = 360,000); Potency, µM (titrated, usually from 58.2 µM), for the others: at the highest dose activity change, negative = inhibition, usual class: inhibitors; AlphaScreen AMA1-biotinylated RON2 peptide binding;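 also: potency is read from the fitted curve at half-maximal effect; 0% = vehicle wells and -100% = peptide control; nearly all actives have a fitted effect of over 45% in size; some results filed as inactive show a strong effect at the top dose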
#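 AMA1 (3D7) with his tag at 25 nM final met compounds first, then biotinylated RON2 peptide at 25 nM; detection used donor plus acceptor beads, 10 µg/mL apiece, read by AlphaScreen after 30 min at room temperature.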
# HCMV antiviral: human cytomegalovirus inhibition. actives 4.5% (n = 410,000). AID 1259415. activity change, negative = inhibition, % at 57.5 µM. HFF cells, HCMV-luciferase reporter, 72 h; stronger effect = lower value; in the data active = activity change below about -60%; inconclusive = no clear call, values can overlap the other calls; inactive = above about -39%
#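 Compounds were evaluated in HFFs infected with an HCMV luciferase reporter virus (MOI 1 PFU/cell). Luciferase in lysates collected 72 h post infection served as the replication measure.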
# TbPYK inhibitor: blocks Trypanosoma brucei pyruvate kinase | TbPYK enzyme, Kinase-Glo Plus ATP luminescence, 45 min | Potency, µM (series often up to 76.8 µM), without a hit: at the highest dose activity, negative = inhibition, actives largely listed as inhibitors | AID 624173 | actives 0.12% (n = 410,000) | Q57TT1; also: potency is read from the fitted curve at half-maximal effect; nearly all actives have a fitted effect of over 50% in size
#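 Activity of T. brucei pyruvate kinase was followed by Kinase-Glo Plus luminescence after the enzyme reacted 45 min at room temperature with 130 uM ADP (final) and substrate. Test compounds were added before ADP at multiple concentrations.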
# LmPK inhibitor: blocks Leishmania mexicana pyruvate kinase activity | Potency, µM (doses to about 57.5 µM), without a hit: at the highest dose activity change, negative = inhibition, actives largely listed as inhibitors | purified LmPK, Kinase-Glo ATP luminescence, 1 h | AID 1721 | actives 0.37% (n = 290,000) | Q27686; also: potency is read from the fitted curve at half-maximal effect
# Target sequence (Q27686 whole entry, looked up): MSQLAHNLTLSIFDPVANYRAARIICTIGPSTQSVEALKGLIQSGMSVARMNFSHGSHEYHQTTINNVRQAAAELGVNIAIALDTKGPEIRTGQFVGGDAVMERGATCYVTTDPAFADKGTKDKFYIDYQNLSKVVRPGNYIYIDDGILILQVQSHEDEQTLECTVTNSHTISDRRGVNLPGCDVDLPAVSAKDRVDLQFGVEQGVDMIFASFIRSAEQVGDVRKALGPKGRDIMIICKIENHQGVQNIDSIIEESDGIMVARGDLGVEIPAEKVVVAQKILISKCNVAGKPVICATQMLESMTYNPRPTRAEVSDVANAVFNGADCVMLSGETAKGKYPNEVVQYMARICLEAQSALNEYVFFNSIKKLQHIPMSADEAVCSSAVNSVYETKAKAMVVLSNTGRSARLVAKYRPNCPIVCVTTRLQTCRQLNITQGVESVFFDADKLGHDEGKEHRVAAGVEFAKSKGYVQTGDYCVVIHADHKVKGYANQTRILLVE
#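 Screened at intermediate enzyme activity to detect both inhibitors and activators: LmPK at 0.1 nM, with a 0.5 nM enzyme column as activation reference. PEP 0.5 mM, ADP 0.1 mM; ATP detected by luminescence after 1 h.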
# Sm TGR inh: S. mansoni TGR enzyme inhibition; AID 485364; actives 3% (n = 360,000); purified TGR, DTNB reduction, TNB absorbance 405 nm; Potency, µM (highest dose often 114 µM), inactives show at the top dose activity change, negative = inhibition, hits mostly inhibitors; also: potency is read from the fitted curve at half-maximal effect; nearly all actives have a fitted effect of over 60% in size
#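 TGR 20 nM + NADPH 100 uM (dispensed conc.), cpd preinc 15 min RT; start with NADPH (500 uM addition) then DTNB (15 mM addition). Kinetic TNB absorbance, 405 nm filter. Four-parameter Hill fit across titration.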
# Active calls of the source: *; u = inconclusive; x = not tested or not shown; [ ] = another dose, or the depositor's remark. Unless noted, calls follow the shape of the dose curve; as a rule, active = well fitted curve in the direction sought with a large enough effect; inconclusive = small, poorly fitted or top-dose-only effect, or another doubt; inactive = no such curve, though single readings can be large; an effect the other way counts as inactive or inconclusive. Unless noted, % is scaled to controls: 0 for no effect and ±100 for the full control effect.
(1) COc1cccc(NC(=O)Cn2c(=O)n(CCc3ccccc3)c(=O)c3c4c(sc32)CN(C(C)=O)CC4)c1
(2) COc1cc(/C=C(/NC(=O)c2ccccc2)C(=O)Nc2ccc(O)cc2)c([N+](=O)[O-])cc1OC
(3) CC(=O)N1c2ccc(S(=O)(=O)NCCC(=O)Nc3ccc(F)cc3)cc2CC1C (centres undefined)
(4) O=C(N/N=C/C=C\c1cccc([N+](=O)[O-])c1)c1ccccn1
(5) CCOC(=O)C1=C(CC)OC(N)=C(C#N)C1c1ccc(NC(C)=O)cc1 (centres undefined)
(6) Cc1ccc2ncc(C(=O)NC(C)c3ccccc3)c(=O)n2c1 (centres undefined)
(7) CCCNC(=O)Cn1ncc2c3ccccc3n(CCC)c2c1=O
(8) Cc1ccc(NC(=S)NCCCN2CCOCC2)cc1
screen / no.	1	2	3	4	5	6	7	8
AmpC inh no detg	x	-32.4%	-6.9%	-10.9%	-25.6%	x	x	-28.6%
AmpC inh detg	-9.1%	-19.4%	5.4%	-1.4%	u	19.6%	0.3%	0.9%
AMA1-RON2 inh	x	17.6%	-4.6%	37.2%[activator]	20.9%	x	x	6.4%
HCMV antiviral	-16.3	-73.2*	-18.9	-12.2	16.3	1.0	11.4	-38.9
TbPYK inhibitor	-6.9%	-7.4%	2.3%	-7.9%	-11.2%	-2.2%	0.9%	-11.0%
LmPK inhibitor	x	1.4%	-6.5%	1.8%	-0.7%	x	x	1.8%
Sm TGR inh	0.0%	-8.4%	-23.7%	-15.6%	11.2µM*	8.2%	-1.4%	-6.8%

(9) Cc1ccc(C2(C)NC(=O)N(CC(=O)NC(=O)NC3CCCC3)C2=O)cc1 (centres undefined)
(10) O=C(NCCCN1CCN(c2ccccc2)CC1)c1nnc(Cc2c(F)cccc2Cl)o1
(11) COc1ccc([C@H]2CC(=O)C=C(c3ccc(F)cc3OCc3ccccc3)C2)cc1OC
(12) CC(=O)CC(C)=NCCN=C(C)CC(C)=O
(13) CCCC(=O)Nc1ccc2oc(-c3ccncc3)nc2c1
(14) O=C(O)/C=C/C(=O)NNC(=O)c1ccc(Cl)cc1Cl
(15) Cc1ccc(S(=O)(=O)N/N=C/c2ccc(C#N)cc2)cc1
(16) COCCN(CCOC)Cc1c(O)ccc2c1O/C(=C\c1ccco1)C2=O
screen / no.	9	10	11	12	13	14	15	16
AmpC inh no detg	0.5%	x	42.8%	-7.2%	-6.6%	-1.0%	-12.3%	-19.1%
AmpC inh detg	-2.2%	12.3%	-1.2%	-11.9%	u	6.2%	-1.6%	-9.1%
AMA1-RON2 inh	x	x	-13.2%	27.8%	-9.5%	22.1%	u	-21.2%
HCMV antiviral	x	-12.5	-18.4	-33.9	-11.4	-22.8	3.1	-21.1
TbPYK inhibitor	x	2.5%	-7.8%	-2.1%	-0.3%	3.6%	-6.1%	2.8%
LmPK inhibitor	-3.8%	x	x	-1.9%	-0.3%	6.4%	-2.6%	1.6%
Sm TGR inh	-2.0%	7.9%	-11.7%	-32.2%	0.7%	11.6%	-13.1%	3.55µM*

# In the list so far, these have a cyano group.
(5) CCOC(=O)C1=C(CC)OC(N)=C(C#N)C1c1ccc(NC(C)=O)cc1 (centres undefined)
(15) Cc1ccc(S(=O)(=O)N/N=C/c2ccc(C#N)cc2)cc1
screen / no.	5	15
AmpC inh no detg	-25.6%	-12.3%
AmpC inh detg	u	-1.6%
AMA1-RON2 inh	20.9%	u
HCMV antiviral	16.3	3.1
TbPYK inhibitor	-11.2%	-6.1%
LmPK inhibitor	-0.7%	-2.6%
Sm TGR inh	11.2µM*	-13.1%

# (more compounds)
(17) COc1ccc(-c2nnc(SCC(=O)NC3CCCC3)nc2-c2ccc(OC)c(OC)c2)cc1OC
(18) COc1cccc(NC(=O)CN(C)C(=O)c2ccc(-c3ccc(Cl)cc3)o2)c1
(19) Cc1ccc(S(=O)(=O)NC(=O)NCc2ccc3c(c2)OCO3)cc1
(20) CCOC(=O)c1cc(C(=O)NN)c(C)nc1C
(21) O=C(COc1ccccc1)N(Cc1ccco1)c1ccc(O)cc1
(22) O=C(c1ccccc1F)N1CCN=C1SCc1cccnc1
(23) CCN(CC)CCC(c1ccc(OC)cc1)c1c(O)cc(OC)cc1OC (centres undefined)
(24) Nc1cc(=O)[nH]c(SCc2cccc3ccccc23)n1
screen / no.	17	18	19	20	21	22	23	24
AmpC inh no detg	x	63.2%[activator]	-7.8%	-12.5%	-30.6%	6.4%	0.0%	-34.8%
AmpC inh detg	5.7%	-18.7%	-2.6%	-0.2%	u	u	7.0%	-1.9%
AMA1-RON2 inh	x	-19.7%	5.8%	14.1%	-6.0%	-7.2%	-2.1%	-1.3%
HCMV antiviral	10.0	u	9.5	-24.1	-9.0	-34.9	-11.1	6.5
TbPYK inhibitor	-13.1%	5.9%	0.1%	-1.4%	-16.0%	6.5%	5.3%	-11.1%
LmPK inhibitor	x	x	-3.7%	-1.0%	1.8%	1.1%	-3.8%	-12.3%
Sm TGR inh	6.8%	u	8.6%	0.0%	-2.8%	2.7%	-29.4%	1.3%

(25) CCc1nnc(NC(=O)CSc2nnc(-c3c[nH]c4ccccc34)n2C)s1
(26) O=C(N/N=C/c1cccnc1)c1cc2ccccc2o1
(27) CN(Cc1ccccc1N1CCCC1)C(=O)c1cc2cc(Cl)ccc2o1
(28) CCN(c1cccc(C)c1)C(C(=O)Nc1ccc(OC)cc1)c1cc2c(cc1[N+](=O)[O-])OCO2 (centres undefined)
(29) CCCn1c(CN2CCN(C(=O)OCC)CC2)nc2c1c(=O)n(C)c(=O)n2C
(30) Cc1ccc2occ(/C=C/C(=O)c3ccccc3O)c(=O)c2c1
(31) CCc1nn2c(=O)cc(CSc3nc(C)cc(=O)[nH]3)nc2s1
(32) Cc1ccc(NC(=O)Nc2ccccc2F)cc1S(=O)(=O)N1CCOCC1
screen / no.	25	26	27	28	29	30	31	32
AmpC inh no detg	-24.9%	-20.4%	-8.9%	-26.2%	-17.4%	-28.7%	-19.9%	-35.7%
AmpC inh detg	-0.1%	-7.3%	4.0%	-1.9%	-2.4%	0.1%	-5.1%	-2.1%
AMA1-RON2 inh	5.2%	25.7%	u	-24.9%	1.0%	-4.7%	-1.5%	11.6%
HCMV antiviral	-1.7	-6.4	-6.3	-22.4	-5.4	5.7	1.4	-30.0
TbPYK inhibitor	-1.1%	-1.9%	3.2%	1.7%	4.9%	-1.0%	1.2%	0.0%
LmPK inhibitor	7.0%	-5.5%	x	-2.4%	-3.7%	-1.7%	5.2%	x
Sm TGR inh	u	0.0%	-4.2%	-19.3%	-1.7%	8.6%	1.2%	4.0%

(33) O=C(Nc1ccc(C(=O)O)cc1)Nc1cccc([N+](=O)[O-])c1
(34) Cc1ccc2c(c1)nnn2C1CCN(S(=O)(=O)c2ccc(C(=O)N3CC(C)CC(C)C3)cc2)CC1 (centres undefined)
(35) CCOc1ccc(NC(=O)CSc2nc3ccsc3c(=O)n2CCC(=O)O)cc1
(36) CC(C)C[C@H]1COc2cccc(N3CCC[C@@H]3CO)c2S(=O)(=O)N1
(37) CC(C)c1cc(C(=O)O)n(-c2ccccc2)n1
(38) Cc1cc(C(F)(F)F)c(C#N)c(N2CCOCC2)n1
(39) N#CC1(NC(=O)CSc2ccccn2)CCCCC1
(40) O=C(N=C1SC2CS(=O)(=O)CC2N1c1cc(Cl)ccc1Cl)C1CC1 (centres undefined)
screen / no.	33	34	35	36	37	38	39	40
AmpC inh no detg	-19.1%	4.3%	-20.8%	x	-11.1%	-1.9%	-2.4%	-3.8%
AmpC inh detg	-11.9%	4.9%	-10.2%	x	-14.2%	u	u	-7.6%
AMA1-RON2 inh	-7.1%[2.32 µM]	-1.6%	-14.8%	0.9%	-9.8%	12.0%	43.8%[activator]	-5.0%
HCMV antiviral	14.0	-28.1	u	-18.8	10.7	28.3	-20.1	-22.0
TbPYK inhibitor	-1.0%	0.5%	0.7%	4.7%	4.4%	-16.2%	-2.3%	-1.4%
LmPK inhibitor	-2.8%	4.4%	2.8%	x	0.0%	0.2%	x	4.1%
Sm TGR inh	-24.1%	3.5%	1.8%	x	0.0%	3.8%	-1.1%	-0.6%

(41) N#Cc1cccc(NC(=O)C2CCN(c3ncccn3)CC2)c1
(42) CCOC(=O)c1cnc2c(C)cc(C)cc2c1NCCc1ccc(OC)c(OC)c1
(43) CN(C)S(=O)(=O)N(CC(=O)NCCSc1ccccc1)c1ccccc1
(44) CCOC(=O)CSc1ccc(C(=O)Nc2ccc(OC)cc2)cn1
(45) COc1ccc(OC)c(NC(=O)c2ccc(CN(c3cc(Cl)ccc3C)S(=O)(=O)c3ccccc3)cc2)c1
(46) COc1ccc(C(=O)Nc2ccc3oc(-c4cccc5c(Br)cccc45)nc3c2)cc1
(47) O=C(COC(=O)/C=C/c1cccc(F)c1)NC1CCCCC1
(48) CCOC(=O)C1=C(C)Nc2sc(C(=O)c3ccc(OC)cc3)c(N)c2C1c1ccc(C(=O)OC)cc1 (centres undefined)
screen / no.	41	42	43	44	45	46	47	48
AmpC inh no detg	x	x	x	-12.7%	-10.2%	x	x	u
AmpC inh detg	7.5%	3.2%	24.4%	0.2%	3.8%	11.7%	x	-9.7%
AMA1-RON2 inh	x	x	x	14.4%	-0.4%	x	-2.3%	-0.1%
HCMV antiviral	u	9.1	4.0	-2.3	-38.5	7.2	-31.9	-25.6
TbPYK inhibitor	4.3%	-5.7%	-6.7%	4.3%	-8.7%	8.5%	-4.0%	-3.3%
LmPK inhibitor	x	x	x	2.2%	-1.8%	x	x	2.7%
Sm TGR inh	3.9%	-9.5%	-0.1%	-0.2%	0.0%	6.8%	x	-10.1%

(49) O=S(=O)(c1ccc(Br)s1)N1CCN(CCc2ccccc2)CC1
(50) O=C(O)CC(CC(=O)Nc1nncs1)c1ccccc1 (centres undefined)
(51) Cc1nc(Nc2cc(F)ccc2C)c2nnn(Cc3ccccc3)c2n1
(52) Cc1ccc(C(C(=O)NC2CCCC2)N(C(=O)c2csnn2)c2ccccc2)o1 (centres undefined)
screen / no.	49	50	51	52
AmpC inh no detg	-16.0%	-13.2%	-13.7%	-3.5%
AmpC inh detg	u	u	u	-2.5%
AMA1-RON2 inh	-3.9%	-12.1%	-0.4%	0.7%
HCMV antiviral	-1.5	-5.9	-21.0	u
TbPYK inhibitor	-3.6%	5.9%	-6.0%	-0.1%
LmPK inhibitor	x	-5.3%	-1.7%	-1.5%
Sm TGR inh	-3.5%	5.6%	11.0%	5.9%

# High-throughput results as filed in PubChem BioAssay.
